esBAF inh = inhibitors of esBAF chromatin remodeling in mouse ES cells; Bmi1-luciferase knock-in reporter, 24 h; 100% = twice the neutral-well signal; reporter increase, % at 12.5 µM; 350,000 compounds, 2% hits; AID 602393; in the data active = activation above about 40%;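 note: 0% = median of the plate's neutral control wells and 100% = double that signal; a rise in the Bmi1 reporter signal indicates esBAF inhibition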
Xi reactivation = reactivates the inactive X chromosome in mouse fibroblasts; 360,000 compounds, 0.055% hits; XiGFP mouse fibroblasts, % GFP-positive cells imaging, 3 d; cells co-treated with 5-aza-dC sensitizer; scaled so ellipticine positive control = 100%; activation, % at 7.58 µM;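 active = mean normalized replicate activation at least 10% and every replicate at or above 10%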;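 note: 0% = median of on-plate neutral control wells and 100% = ellipticine 6 µM median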
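Schedule: 3 d treatment, 15 min room-temperature fixation; system: 68-5-11 XiGFP fibroblast line; buffer or medium: DMEM plus 5-aza-dC sensitizer; control set: ellipticine 6 µM positive control; compound: one concentration, pinned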
RAD52 anneal inh = blocks human RAD52 DNA annealing. P43351. recombinant RAD52 DNA annealing, FRET fluorescence. inhibition, % at 18.7 µM. 360,000 compounds, 0.46% hits;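 active = every replicate showing at least 50% inhibition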
Target sequence (P43351 whole entry, looked up): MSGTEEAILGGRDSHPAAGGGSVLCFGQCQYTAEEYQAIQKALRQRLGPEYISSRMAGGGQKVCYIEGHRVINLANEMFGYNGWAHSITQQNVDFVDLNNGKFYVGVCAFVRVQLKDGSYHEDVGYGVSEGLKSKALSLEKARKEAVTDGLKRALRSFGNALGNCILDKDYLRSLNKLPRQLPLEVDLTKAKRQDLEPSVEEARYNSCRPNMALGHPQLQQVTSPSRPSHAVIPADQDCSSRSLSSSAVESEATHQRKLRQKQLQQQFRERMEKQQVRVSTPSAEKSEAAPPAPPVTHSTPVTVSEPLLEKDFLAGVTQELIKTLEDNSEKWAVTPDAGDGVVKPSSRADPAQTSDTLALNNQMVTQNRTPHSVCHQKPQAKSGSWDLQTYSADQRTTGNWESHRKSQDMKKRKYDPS
S100A4 MyoIIA = blocks human S100A4 binding to myosin IIA peptide. inhibition, % at 10.7 µM. 360,000 compounds, 0.14% hits. S100A4/TAMRA-MyoIIA peptide fluorescence polarization. P26447;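 active = mean inhibition of at least 70% across replicates, with every replicate also reaching that level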
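assay system = human S100A4 monomer with TAMRA-labelled myosin IIA peptide | also added = labelled myosin peptide probe, 5 nM | incubation = 5 min between mix addition and reading | control set = DMSO and TFP controls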
FN deposit inh = fibronectin deposition inhibition | inhibition, % at 12.6 µM | 350,000 compounds, 0.086% hits | AID 743247 | AH1F fibroblasts, Alexa488-fibronectin deposition fluorescence, overnight;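 active = mean inhibition across replicates of 30% or more, regardless of how many single replicates reach that level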;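 note: positive control wells lacked labelled fibronectin entirely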
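Schedule: 1 h cell adhesion before compound, then overnight fibronectin incubation; test system: AH1F fibroblast monolayer depositing Alexa488-labelled fibronectin into matrix; quantity: 10000 AH1F cells per well; probe or stimulus: fluorescent fibronectin at 24 nM final; signal: fluorescence, ex 485 nm, em 525 nm; evaluation: percent inhibition as loss of matrix-bound fibronectin fluorescence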
E-selectin induc = E-selectin induction on HUVECs | P16581 | HUVEC E-selectin immunofluorescence imaging; normalized: neutral wells 0, TNF-alpha wells 100 | activation, % at 7.58 µM | 260,000 compounds, 0.37% hits;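 active = mean E-selectin-positive cell signal at least 10% of the positive control, reached in at least 60% of replicates, without over 20% cell loss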;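 note: in these data hits start at about 27%; measured in HUVEC primary endothelial cells; signal is the percent of cells scored E-selectin positive by PE staining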
Target sequence (P16581 whole entry, looked up): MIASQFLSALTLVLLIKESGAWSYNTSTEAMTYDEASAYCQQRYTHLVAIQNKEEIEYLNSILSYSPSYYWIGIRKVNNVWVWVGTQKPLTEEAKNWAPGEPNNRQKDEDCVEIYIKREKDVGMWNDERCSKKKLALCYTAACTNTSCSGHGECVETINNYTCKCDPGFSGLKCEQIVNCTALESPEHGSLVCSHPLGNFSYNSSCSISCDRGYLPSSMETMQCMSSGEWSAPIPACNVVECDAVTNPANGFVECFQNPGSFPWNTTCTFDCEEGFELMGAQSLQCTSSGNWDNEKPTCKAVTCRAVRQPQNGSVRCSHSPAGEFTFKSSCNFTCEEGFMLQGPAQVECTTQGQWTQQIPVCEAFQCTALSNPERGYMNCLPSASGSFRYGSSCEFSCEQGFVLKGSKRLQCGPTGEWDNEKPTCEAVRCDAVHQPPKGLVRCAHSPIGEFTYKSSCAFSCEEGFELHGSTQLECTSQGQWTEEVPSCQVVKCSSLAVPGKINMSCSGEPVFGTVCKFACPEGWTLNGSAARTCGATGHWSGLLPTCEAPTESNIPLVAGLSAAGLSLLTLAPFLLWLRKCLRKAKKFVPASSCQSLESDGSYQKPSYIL
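System: HUVEC / Compound: single concentration / Signal: immunofluorescence imaging / Read-out: percent E-selectin-positive cells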
RAD54 inh = RAD54 (human) branch migration inhibition | RAD54 Holliday junction branch migration, FAM/BHQ fluorescence | inhibition, % at 10.4 µM | 360,000 compounds, 0.14% hits | AID 602329;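 active = mean normalized replicate activity at least 40 and at least half of replicates scoring 40 or more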;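 note: 0% = median of neutral control wells and 100% = median of positive control wells; inhibitors cause a drop in the FAM fluorescence signal; in these data hits start at about 50%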
EWS-Fli inh = blocks EWS/Fli oncoprotein-driven transcription; A673 NR0B1-luciferase reporter, viability-normalised; inhibition, % at 12.6 µM; 350,000 compounds, 0.67% hits; AID 651661;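 active = mean inhibition of at least 50% after viability correction, with every replicate also passing that limit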;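 note: firefly luciferase signal divided by Alamar Blue viability fluorescence both relative to DMSO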
Starred values were filed as active, the others as inactive; i = inactive; x = not tested or not shown.

SMILES | esBAF inh | Xi reactivation | RAD52 anneal inh | S100A4 MyoIIA | FN deposit inh | E-selectin induc | RAD54 inh | EWS-Fli inh
COc1cc(CNc2ccc(S(N)(=O)=O)cc2)ccc1OCc1ccccc1F | 96* | 0.2 | -2 | -7 | 0 | -0.2 | 3 | -55
Clc1cccc(Nc2nc(-c3ccncc3)nc3ccccc23)c1 | -18 | 0.0 | -11 | -1 | -3 | 1.0 | x | 38
C=CCNc1nc(Nc2ccccc2F)nc(OCC)n1 | 85* | 0.2 | -19 | 1 | 7 | x | x | -66
COc1ccc(-c2noc3c2-c2nc(-c4c(F)cccc4F)sc2CC3)cc1 | -4 | 0.1 | -7 | -5 | -3 | 0.3 | 0 | 0
CCCN(C)C[C@H]1Oc2cc(/C=C/c3ccccc3)ccc2S(=O)(=O)N([C@H](C)CO)C[C@H]1C | -5 | 0.2 | 4 | -1 | 0 | 0.2 | -1 | 30
CO[C@@H]1CN(C)C(=O)c2cc(NC(=O)Nc3ccccc3F)ccc2OC[C@H](C)N(Cc2ccccc2C(=O)O)C[C@H]1C | 4 | -0.1 | -6 | -21 | -5 | 0.1 | 11 | -1
COc1ccc(NC(=O)CCC(=O)c2cc(C)sc2C)cc1 | -3 | -0.1 | -8 | 0 | 1 | x | -2 | -3
CC=Cc1ccc2n(c1=O)C[C@@H]1[C@@H](CO)[C@H](C(=O)NCC)N(C(=O)c3cccnc3)[C@H]21 (mixture of isomers) | -2 | 0.1 | -5 | 4 | x | -0.3 | -3 | -5
C=C1C(O)C[C@H]2C(=C)CCC3[C@H](OC(=O)[C@]3(O)CO)[C@@H]12 (some centres not stated) | -2 | 0.0 | -15 | -1 | 15 | -0.1 | 1 | 8
N#C/C(=C\Nc1ccc2cn[nH]c2c1)c1nc(-c2ccccc2)cs1 | x | 0.0 | -37 | -1 | 4 | 0.1 | -1 | 1
O=C(NCc1cc(C(F)(F)F)cc(C(F)(F)F)c1)C1CC(c2cccc([N+](=O)[O-])c2)=NO1 (configuration not stated) | -1 | 0.0 | 3 | -1 | 8 | 0.0 | -4 | 6
C[C@@H]1CCCCO[C@@H](CN(C)C(=O)Nc2ccc3c(c2)OCO3)[C@H](C)CN([C@H](C)CO)C(=O)c2cc(NS(=O)(=O)c3ccc(F)cc3)ccc2O1 | 3 | 0.1 | x | x | 2 | 1.0 | -6 | 8
N#C[C@@H]1[C@@H](c2ccc(C3=CCCC3)cc2)[C@@H](CO)N1S(=O)(=O)c1ccccc1 | -3 | -0.1 | -16 | 6 | -7 | 0.1 | -3 | 6
Cc1ccc(CNC(=O)CN(Cc2cccs2)C(=O)C2(C)CC(=O)N=C3C=CC=CN32)cc1 (configuration not stated) | x | -0.1 | -11 | 1 | -1 | x | 3 | 14
Cc1nc(SCc2ccc(Cl)c(Cl)c2)n[nH]1 | 24 | 0.0 | -1 | -5 | -2 | x | -10 | -39
COc1ccc(O)c(C(=O)c2cnn(S(=O)(=O)c3ccc(C)cc3)c2)c1 | -7 | -0.1 | -10 | -2 | -9 | x | -3 | -9
COc1ccc(NC(=O)Nc2cccc3c2O[C@H](CN(C)C)[C@@H](C)CN([C@@H](C)CO)C3=O)cc1 | 20 | 0.0 | 4 | 3 | x | x | -8 | -17
Cc1ccccc1N=Nc1ccc(O)c2ncccc12 | x | 1.9 | -3 | -3 | -2 | -1.2 | 13 | -8
CC(=O)NC(c1cccc(F)c1)c1nc(-c2cccc(F)c2)cs1 (configuration not stated) | 1 | 0.0 | -7 | -13 | -10 | -0.1 | -3 | -2
CN(C(=O)COC(=O)c1ccc(NS(=O)(=O)c2cccs2)cc1)C1CCCCC1 | 2 | 0.2 | -2 | 2 | -12 | x | 7 | 5
CCCC(=O)Nc1ccc2c(c1)C(=O)N(C)C[C@H](OC)[C@H](C)CN(CCC)[C@@H](C)CO2 | 0 | 0.1 | 15 | -6 | -1 | 0.2 | 3 | 4
Cn1nnnc1Sc1ncnc2scc(-c3ccccc3Br)c12 | 8 | 0.3 | -24 | 0 | 25 | -0.5 | -4 | 3
CCOC(=O)Nc1ccc2nc3n(c(=O)c2c1)CCCCC3 | x | -0.1 | -14 | 8 | 5 | 4.2 | x | -35
O=C1NC[C@H](Cc2ccc(O)cc2)N(C[C@@H]2CCCN2C[C@H](Cc2ccccc2)N2C[C@H](Cc3ccc(O)cc3)N(CC3CCCCCC3)C(=O)C2=O)C1=O | x | 0.0 | 23 | -11 | -4 | 0.0 | x | 6
C=CCN1C(=O)CS/C1=N\N=C\c1cccc([N+](=O)[O-])c1 | 11 | 0.1 | -6 | 5 | x | x | x | 1

Ordered by length of the SMILES (rising): some entries from above.
SMILES | esBAF inh | Xi reactivation | RAD52 anneal inh | S100A4 MyoIIA | FN deposit inh | E-selectin induc | RAD54 inh | EWS-Fli inh
C=CCNc1nc(Nc2ccccc2F)nc(OCC)n1 | 85* | 0.2 | -19 | 1 | 7 | x | x | -66
Cn1nnnc1Sc1ncnc2scc(-c3ccccc3Br)c12 | 8 | 0.3 | -24 | 0 | 25 | -0.5 | -4 | 3
COc1ccc(NC(=O)CCC(=O)c2cc(C)sc2C)cc1 | -3 | -0.1 | -8 | 0 | 1 | x | -2 | -3
C=C1C(O)C[C@H]2C(=C)CCC3[C@H](OC(=O)[C@]3(O)CO)[C@@H]12 (some centres not stated) | -2 | 0.0 | -15 | -1 | 15 | -0.1 | 1 | 8
CCCN(C)C[C@H]1Oc2cc(/C=C/c3ccccc3)ccc2S(=O)(=O)N([C@H](C)CO)C[C@H]1C | -5 | 0.2 | 4 | -1 | 0 | 0.2 | -1 | 30

Other records.
SMILES | esBAF inh | Xi reactivation | RAD52 anneal inh | S100A4 MyoIIA | FN deposit inh | E-selectin induc | RAD54 inh | EWS-Fli inh
COc1ccc(NC(=O)CCCN2C(=O)C(c3ccccc3)Oc3cccnc32)c(OC)c1 (configuration not stated) | 1 | 0.1 | -6 | -7 | -16 | 0.9 | x | x
Nc1nonc1C(=O)N1CCCC1 | 5 | -0.1 | 1 | 0 | x | x | -7 | 2
C[C@@H]1CCCCO[C@H](CN(C)Cc2ccc(C(=O)O)cc2)[C@H](C)CN([C@@H](C)CO)C(=O)c2cc(NS(C)(=O)=O)ccc2O1 | -4 | 0.1 | -13 | 5 | x | -0.1 | 5 | 3
COc1ccccc1CCNC(=O)NC1CCCCC1 | 30 | 0.0 | -12 | -5 | -1 | x | -1 | -20
Cc1cccc(-c2csc(N)c2C(=O)OC(C)C)c1 | -1 | x | x | x | 14 | 1.6 | 0 | x
Cc1ccc(-c2cc(Cc3ccncc3)c(=O)[nH]n2)cc1 | x | 0.1 | -5 | -3 | 3 | x | -7 | -3
CCO[C@H]1OC(C(=O)N2CCN(C)CC2)=C[C@@H](c2coc3ccccc3c2=O)[C@@H]1CCCO | -1 | 0.1 | 7 | -5 | -17 | 0.0 | 1 | -13
CN1C(=O)/C(=C\c2ccc(N(C)C)cc2)OC1=S | 36 | -0.1 | i | 0 | 5 | x | -4 | -15
CC(=O)NC(C)C(=O)OCC(=O)c1ccc(-c2ccccc2)cc1 (configuration not stated) | 5 | 0.0 | -21 | -26 | -4 | -0.2 | -7 | 2
COc1ccc(CNC(=O)C(OC(=O)c2nsc(Cl)c2Cl)C(C)C)cc1 (configuration not stated) | -1 | 0.1 | -3 | -2 | 13 | -4.9 | 3 | -5
COCCNC(=O)c1cccc(OC2CCN(Cc3ccc(OC(F)F)cc3)CC2)c1 | 0 | 0.2 | -15 | -6 | -7 | -0.1 | 2 | 8
C[C@H]1CN([C@@H](C)CO)C(=O)c2cc(-c3cccc(C(=O)N(C)C)c3)cnc2O[C@@H]1CN(C)S(=O)(=O)c1ccccc1 | -2 | -0.7 | 12 | 5 | 9 | 0.3 | -4 | -45
O=C(/C=C/c1cccs1)c1cc(F)ccc1OC(=O)N1CCOCC1 | x | x | -2 | 0 | 11 | x | -19 | x
CCOc1ccc(-c2noc(CCCC(=O)NC3CCCC3)n2)cc1OC | -2 | 0.0 | -21 | 2 | -1 | -0.2 | 2 | 7
COCC(=O)N1[C@H](CO)[C@H]2c3ccccc3N(C(=O)Nc3ccccc3F)C[C@H]21 | 10 | 0.1 | 3 | -14 | x | -0.2 | 4 | -10
O=C(CN1C(=O)NC2(CCCC2)C1=O)Nc1ccc(Cl)cc1F | -3 | 0.0 | -1 | -52 | -4 | x | 13 | 0
COc1cc2c(cc1NC(=O)COCC(=O)O)oc1ccccc12 | -8 | 0.2 | -20 | 4 | -1 | 0.4 | -11 | -1
O=C(N[C@@H]1C=C[C@@H](CC(=O)N2CCc3ccccc3C2)O[C@H]1CO)C1CCC1 | 0 | 0.0 | 1 | 4 | 8 | -0.3 | 9 | 3
C/C(=N\NC(=O)c1ccc(O)cc1)c1ccc2c(c1)Nc1ccccc1S2 | 21 | 0.0 | -32 | -13 | 1 | 1.5 | -5 | -9
CCCN(C)C[C@H]1Oc2cc(C#CCOC)ccc2S(=O)(=O)N([C@@H](C)CO)C[C@H]1C | 0 | -0.8 | 4 | -24 | 9 | -0.3 | 5 | 3
C[C@@H]1CN([C@H](C)CO)C(=O)c2cc(NC(=O)Nc3ccc4c(c3)OCO4)ccc2O[C@@H]1CN(C)Cc1ccc(C(=O)O)cc1 | 4 | 0.1 | 9 | -3 | x | x | 2 | -4
COc1ccc2[nH]c3c(c2c1)CCN1C(=O)C(CC(=O)NCCC2=CCCCC2)C[C@H](C(=O)N2CCOCC2)[C@@]31C (some centres not stated) | -7 | 0.0 | -4 | 16 | 8 | -0.1 | -3 | -7
COC(=O)c1cn(-c2ccccc2)nc1-c1ccc(OC)c(OC)c1 | 3 | 0.2 | -11 | -5 | 1 | x | x | -12
N#C[C@H]1[C@@H](c2ccc(-c3cccnc3)cc2)[C@@H](CO)N1C(=O)Nc1ccc(F)cc1 | 6 | -0.1 | -15 | -3 | 6 | 0.1 | -15 | -7
COc1ccc(N2CCN(CCCNC(=O)C3CCCN(S(=O)(=O)c4c(C)n[nH]c4C)C3)CC2)cc1 (configuration not stated) | x | 0.1 | -11 | -1 | -9 | -2.2 | x | 5

Later entries.
SMILES | esBAF inh | Xi reactivation | RAD52 anneal inh | S100A4 MyoIIA | FN deposit inh | E-selectin induc | RAD54 inh | EWS-Fli inh
CC(=O)N(C)C[C@@H]1Oc2cc(C#CC3(O)CCCC3)ccc2S(=O)(=O)N([C@H](C)CO)C[C@H]1C | -6 | -0.6 | -4 | 3 | -9 | -0.1 | -2 | -9
NC(N)=NS(=O)(=O)c1ccc(NC(=S)NC(=O)c2sc3ccccc3c2Cl)cc1 | x | 0.1 | -50 | -11 | -1 | 0.1 | 0 | x
Cn1ccnc1C1CCCCN1Cc1nc(Cc2ccccc2F)no1 (configuration not stated) | 1 | 0.0 | -5 | -5 | x | 1.0 | -7 | 4
CC1CCCC(NC(=S)Nc2cccc(S(=O)(=O)N(C)C)c2)C1C (configuration not stated) | 6 | -0.1 | -8 | -3 | x | x | -9 | 0
CC(C)C#Cc1cnc2c(c1)C(=O)N([C@@H](C)CO)C[C@@H](C)[C@@H](CN(C)C(=O)CCN1CCCCC1)O2 | -1 | 0.4 | 11 | 0 | 7 | 0.0 | 6 | 3
Cn1c(/C=C/c2cccc([N+](=O)[O-])c2)c([N+](=O)[O-])c(=O)n(C)c1=O | -17 | 0.2 | 2 | -4 | -3 | -0.1 | 1 | 17
O=C(NCc1ccccn1)c1ccc(N2CCCC2)c([N+](=O)[O-])c1 | 16 | 0.1 | -9 | 4 | 1 | x | -7 | -3

Compounds were not picked by outcome; about 3% have a hit in one of these screens.
